bCat nuc transl – modulators of beta-catenin nuclear translocation | HeLa beta-catenin nuclear translocation, immunofluorescence imaging | 0.3% of 190,000 active | nuclear translocation activity, % at 5 µM;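 active means nuclear translocation activity above 50% at 5 µM, with a well cell count of 50 or more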;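 further: per-cell ratio of nuclear to cytoplasmic median beta-catenin stain intensity; plate controls were DMSO negative control for no effect and GSK-3 inhibitor IX positive control for full effect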
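Test system: human HeLa cell line; Doses: 5 µM primary, 0.02–20 µM confirmation; Incubation: 24 h compound exposure, 37°C; Detection: beta-catenin immunofluorescence imaging with DAPI; Read-out: beta-catenin nuclear/cytoplasmic ratio, % activation.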
Autophagy HCS – alters autophagy in cells; MEF GFP-LC3 puncta imaging; test concentration mostly 10 µM; 0.98% of 190,000 active; AID 463193; calls only at 10 µM (by protocol);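 active means percentage of spot-positive cells more than 3 SD above its plate mean, without a fluorescence outlier flag or 80% toxicity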;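 further: spot-positive cell cutoff set from DMSO-treated cells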
M17LAP inhibition – P. falciparum M17LAP inhibitors, primary screen, biochemical, fluorogenic H-Leu-NHMec substrate, 1536-well (AID 1619). recombinant M17LAP, H-Leu-NHMec fluorogenic kinetic assay; higher % means a stronger effect. inhibition, % at 30 µM, or IC50 in µM where a hit was titrated. 0.38% of 220,000 active;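 active means compound inhibiting the enzyme by more than half at any dose during confirmatory dose-response retesting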;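 further: plate controls were full reaction with DMSO carrier for no effect and no enzyme background for full effect; strong numbers were not always called active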
Insulin prom up – MIN6 insulin promoter up-regulation. 0.3% of 190,000 active. z-score at 5 µM. MIN6 insulin promoter-GFP reporter, high-content imaging; stronger effect = higher value;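 active means z-score above 3 at 5 µM with at least 500 cells counted in the well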
MT stabilizer – microtubule stabilization, imaging screen; HeLa tubulin immunostaining HCS, 24 h; share of cells brighter than vehicle mean+2SD; % tubulin-high responders, % at 10 µM; 0.83% of 200,000 active; AID 2205;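 active means plate Z-score above 3 for both tubulin-high and condensed-nucleus cell shares, with cell loss under 80%, at 10 µM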;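 further: anti alpha tubulin signal scored within the nucleus-defined area of each cell; some results filed as inactive read as strong as hits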
HEK293 NOD2/NF-kB – inhibition of NOD2-driven NF-kB reporter – cell-based, luminescence, uHTS, HEK293 (AID 1566); HEK293 NOD2/NF-kB luciferase reporter, luminescence; higher % means a stronger effect; inhibition, % at 4 µM; hits with a dose series show EC50 in µM; 0.63% of 290,000 active; in the data active means inhibition above about 50%; further: many of its hits are not listed in these tables
Dynein cargo inh – dynein cargo transport inhibition; 3617.4 mouse cells, GR-EGFP nuclear translocation imaging; test concentration mostly 20 µM; stimulated with dexamethasone, 1 µM; stronger effect = lower value; z-score, hits read low; 0.47% of 220,000 active; AID 1381;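 active means plate z-score of nuclear minus cytoplasmic receptor signal below a set negative limit, without overly bright fluorescence or cell loss, cut at about -3.5 in these data, passing the limit was not always enough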;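 further: z-score of nuclear minus cytoplasmic ring GR-EGFP intensity difference per well; some compounds called inactive have numbers as strong as hits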
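Buffer or medium: tet-free, stripped-serum medium; reagent: dexamethasone at 1.0 µM final, 30 min; incubation: 48 h induction, 1 h compound, 30 min dex at 37 °C; measured by: formaldehyde fixation, Hoechst nuclear stain, 10x automated fluorescence imaging; read-out: nuclear-to-cytoplasmic GR-EGFP distribution per well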
Yfh1-depleted yeast – enhancers of respiration in Yfh1-depleted yeast, dose response, Friedreich's ataxia, plus single-dose screen (AID 1465); S. cerevisiae Yfh1-off respiration, WST-1 reduction, 72 h; higher fold induction means a stronger effect; one-dose fold induction at 50 µM; EC50 in µM for titrated hits; 0.074% of 220,000 active;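 active means fold induction of absorbance versus untreated yeast above a set limit, then at least 30% activation at any dose in follow-up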;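 further: activators that raise dye reduction in frataxin-depleted yeast; strong numbers were not always called active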
NOD1 inhibition – NOD1 signaling inhibitors, primary screen, cell-based, luminescence, uHTS (AID 1578); NOD1-driven NF-kB luciferase reporter cells, luminescence; higher % means a stronger effect; inhibition, % at 4 µM; hits with a dose series show EC50 in µM; 1% of 290,000 active; in the data active means inhibition mostly above about 36%, no sharp cut-off; inactive means mostly below about 34%;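 further: HEK-293T reporter cells stimulated with the NOD1 agonist gamma-tri-DAP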
Dynein cargo inh cytoplasmic EGFP – recorded beside Dynein cargo inh, whose call it bears; z-score; measured here: cytoplasmic GR-EGFP intensity; stronger effect = higher value
Dynein cargo inh nuclear GR-EGFP – recorded beside Dynein cargo inh, whose call it bears; z-score; measured here: nuclear GR-EGFP intensity;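 lower value marks the stronger effect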
Dynein cargo inh cell count – recorded beside Dynein cargo inh, whose call it bears; z-score; measured here: cell count per field
Insulin prom up cell count – second read-out of Insulin prom up, no call of its own (marks repeat the call); cell count; measured here: cytotoxicity, nuclei count;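 total cells summed across four imaged fields per well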
bCat nuc transl cell count 5 µM – recorded beside bCat nuc transl, whose call it bears; cell count; measured here: cell count, cytotoxicity flag
MT stabilizer Hoechst-high % – further read-out of MT stabilizer, marked with its call; % Hoechst-high responders; measured here: nuclear condensation Hoechst responders;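 share of cells brighter than vehicle mean plus two SD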
MT stabilizer cytotoxicity % – recorded beside MT stabilizer, whose call it bears; toxicity, %; measured here: cytotoxicity by cell density;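 0% = mean cell density of plate MIN control wells and 100% = no cells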
Autophagy HCS cell loss 18 h – further read-out of Autophagy HCS, marked with its call; toxicity, %; measured here: cell loss, nuclei count;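 cell loss after 18 h compound exposure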
* marks the source's active call; other numbers are inactive results; i = inactive; · = not tested or not shown; + = active, no number. Only part of the results is shown (hit frequency here may not be typical).

SMILES	bCat nuc transl	bCat nuc transl cell count 5 µM	Autophagy HCS	Autophagy HCS cell loss 18 h	M17LAP inhibition	Insulin prom up	Insulin prom up cell count	MT stabilizer	MT stabilizer Hoechst-high %	MT stabilizer cytotoxicity %	HEK293 NOD2/NF-kB	Dynein cargo inh	Dynein cargo inh cytoplasmic EGFP	Dynein cargo inh nuclear GR-EGFP	Dynein cargo inh cell count	Yfh1-depleted yeast	NOD1 inhibition
COc1cccc(C(C2=C(O)CC(C)(C)CC2=O)C2C(=O)CC(C)(C)CC2=O)c1 (stereo not given)	0.6	520	i	-8	-7%	-1.6	1101	4.0	2.0	6.2	14%	-0.2	-0.21	0.041	0.7	i	-16%
O=C(NC(=S)N1CCN(C2CCCCC2)CC1)c1ccccc1	-3.3	1066	i	-13	3%	0.69	1531	1.3	1.2	6.9	8%	0.32	-0.27	0.2	0.26	i	-20%
O=C(Oc1c(Br)cc(Br)c2cccnc12)N1CCCCC1	9.0	453	i	1	1%	·	·	2.0	4.4	9.5	11%	0.31	-0.38	-0.19	-0.019	i	26%
CNc1nc(Sc2cccc(C(F)(F)F)c2)cc(C(F)(F)F)n1	3.5	1045	i	-3	9%	-0.09	1608	6.1	0.9	11	5%	0.39	-0.16	-0.079	-0.085	i	7%
CCCCOC(=O)CCc1c(C)[nH]c(=S)[nH]c1=O	1.1	1172	i	3	12%	-0.5	1672	5.6	2.9	8.9	13%	-0.59	-0.21	-0.52	0.76	i	8%
Cc1cccc(-c2nc(CN3CCCC(C(=O)NC4CCCC4)C3)c(C)o2)c1 (stereo not given)	-0.7	1030	i	1	6%	-0.8	1966	2.4	1.9	9.0	22%	-0.73	-0.23	-1	0.075	i	-29%
COc1ccc(C(=O)NNC(=O)CN2CCC(n3nnc4cc(F)ccc43)CC2)cc1	0.5	1093	i	-9	36%	-0.3	1513	2.2	3.3	13	12%	-0.23	-0.016	0.13	-0.6	i	-3%
O=C(OCCN(C1=NS(=O)(=O)c2ccccc21)c1ccc(Cl)cc1)c1ccco1	-7.6	1019	i	-11	-4%	-0.02	1263	5.0	3.8	7.9	10%	0.21	0.17	0.45	-0.66	i	16%
CCCN(Cc1cc(=O)[nH]c2ccccc12)C(=O)CC	-0.1	941	·	·	5%	-0.46	1352	·	·	·	4%	0.22	-0.25	-0.094	0.26	i	-2%
CCn1nc(C)c(CNC(=O)c2cc(COc3ccc(F)cc3Cl)on2)c1C	0.6	1340	·	·	-27%	-0.6	840	·	·	·	20%	1.5	-0.28	1.2	-0.46	i	4%
O=C(COC(=O)COc1cccc(F)c1)NCCC1=CCCCC1	0.4	1052	i	5	1%	-0.15	1337	7.1	2.2	12	13%	0.84	2	0.97	-0.18	i	-21%
CCC1SC2=NC(C)=C(C(=O)OC)C(c3ccc(C(=O)OC)cc3)N2C1=O (stereo not given)	-0.9	946	i	22	-6%	-0.07	1459	2.8	2.6	2.6	9%	-0.0084	-0.31	-0.16	-0.081	i	-27%
FC(F)(F)c1cc(-c2ccccc2)nc(NCc2cccs2)n1	1.1	548	i	1	-11%	-0.9	1455	1.6	1.6	7.7	18%	-0.12	-0.32	-0.4	0.54	i	-19%
Cc1c(N=C/C=C2/N(C)c3ccccc3C2(C)C)c(=O)n(-c2ccccc2)n1C	5.6	551	i	1	32%	·	·	4.0	2.1	3.9	8%	-0.24	-0.061	-0.15	1.1	·	-36%
CCN(CC)CCCN(C(C)=O)c1nc(-c2cc(OC)ccc2OC)cs1	-2.3	898	i	14	6%	-0.43	1271	4.4	3.4	5.1	3%	-0.87	-0.32	-0.26	0.26	i	-16%
O=C(Cc1ccccc1)NNC(=O)Cc1ccccc1	-2.7	1144	i	32	5%	0.27	1560	1.5	1.5	11	7%	1.4	-0.29	0.49	-0.85	i	-22%
CCNc1nc(N)nc(-c2cc(Cl)ccc2O)n1	·	·	i	2	-19%	-0.87	1282	6.2	3.9	34	-140%	0.073	-0.21	-0.14	-0.2	i	13%
Cc1ccccc1OC(C)C(=O)NC1CCCC1 (stereo not given)	·	·	i	-7	-4%	·	·	3.6	2.7	4.8	-15%	-0.52	-0.27	-0.45	0.24	i	-32%
CC1CC(C)CN(C(=O)COC(=O)CCc2nc3ccccc3c(=O)[nH]2)C1 (stereo not given)	0.2	900	i	-13	15%	·	·	3.4	2.7	3.4	12%	-0.25	-0.3	-0.29	0.41	i	-10%
Cc1c(C)c2cc(Cl)c(O)c(CN3CCN(C)CC3)c2oc1=O	-8.6	973	i	77	i	0.51	1614	3.8	2.9	19	2%	1.8	-0.39	0.31	-0.57	i	1%
COc1cc(OC)cc(C(=O)NCCSCc2ccco2)c1	0.1	1043	i	34	-1%	-0.47	1233	2.5	1.2	1.9	4%	0.45	-0.22	0.2	-0.099	i	-15%
COc1ccc(CCNC2CCN(C)CC2)cc1OC	-4.6	985	i	5	-12%	0.27	1091	1.4	1.5	5.4	-8%	1.4	-0.11	0.85	-1.3	i	-26%
Cc1cc(C)nc(N(C#N)CCOc2ccccc2)n1	1.1	1093	i	2	-3%	-2.8	1024	2.1	1.8	4.0	22%	-0.48	-0.21	-0.14	-0.71	i	-13%
S=c1[nH]nc(C2CCCCC2)n1/N=C/c1ccc(Br)s1	-1.9	1393	i	0	-1%	0.08	1571	1.2	1.6	5.2	5%	-0.13	-0.21	-0.19	0.23	i	14%
Oc1ccc(-c2csc(-c3c[nH]c4ccccc34)n2)c(O)c1	·	·	i	-3	1%	-2.1	914	7.7	34	23	-86%	-0.36	-0.32	-0.56	0.79	i	-54%

As entered above.
MT stabilizer cytotoxicity % with COc1cccc(C(C2=C(O)CC(C)(C)CC2=O)C2C(=O)CC(C)(C)CC2=O)c1 (stereo not given) stands at 6.2
HEK293 NOD2/NF-kB with CCC1SC2=NC(C)=C(C(=O)OC)C(c3ccc(C(=O)OC)cc3)N2C1=O (stereo not given) stands at 9%

Further entries.
SMILES	bCat nuc transl	bCat nuc transl cell count 5 µM	Autophagy HCS	Autophagy HCS cell loss 18 h	M17LAP inhibition	Insulin prom up	Insulin prom up cell count	MT stabilizer	MT stabilizer Hoechst-high %	MT stabilizer cytotoxicity %	HEK293 NOD2/NF-kB	Dynein cargo inh	Dynein cargo inh cytoplasmic EGFP	Dynein cargo inh nuclear GR-EGFP	Dynein cargo inh cell count	Yfh1-depleted yeast	NOD1 inhibition
Nc1cccc(Oc2ccc([N+](=O)[O-])cc2)c1	0.6	1089	i	0	4%	0.09	1210	1.9	1.4	4.7	2%	-0.092	-0.31	0.062	0.52	i	-27%
COc1ccc(-c2cc(-c3ccc(OC)cc3)[nH]n2)cc1	0.1	1128	i	5	-7%	-0.03	1136	5.3	3.3	7.7	-54%	2.7	-0.13	1.4	-1.6	i	-46%
O=C(N/N=C/c1ccccc1[N+](=O)[O-])c1ccc(COc2ccccc2-c2ccccc2)cc1	2.4	1161	i	1	2%	0.14	1327	2.2	1.8	7.3	5%	0.41	-0.12	0.42	-0.5	i	-14%
N#CC1=C(N)Oc2n[nH]c(-c3ccccc3)c2C1c1cccc(OC(=O)N2CCOCC2)c1 (stereo not given)	0.6	1195	i	-6	47%	0.77	1332	2.9	1.7	2.0	12%	0.58	-0.21	0.31	0.57	i	8%
COCC(C)OC(=O)c1c(N)n(-c2ccc(OC)c(OC)c2)c2nc3ccccc3nc12 (stereo not given)	0.4	1274	·	·	-9%	-0.31	1464	·	·	·	-8%	0.81	-0.28	0.27	-0.051	i	-18%
O=C(O)c1c2c(nc3ccccc13)/C(=C/c1ccc(O)cc1)CC2	-6.7	1129	i	-1	10%	0.04	1235	9.1	2.5	4.9	72%*	-0.22	-0.001	0.25	1.2	i	64%*
O=C(c1cccc(C(=O)N2CCN(c3ccccc3F)CC2)c1)N1CCN(c2ccccc2F)CC1	1.0	957	i	14	-1%	-0.3	1152	1.9	0.8	10	0%	-0.072	-0.24	0.37	0.56	i	3%
CC1CCN(S(=O)(=O)N2CCC(C(=O)NCc3cccs3)CC2)CC1	-5.2	975	+	8.6*	-4%	-1.2	1203	4.7	2.1	5.0	6%	0.67	0.29	0.032	0.47	i	0%
COc1ccccc1Nc1ncc(C(=O)N2CCN(Cc3ccc(OC)c(OC)c3OC)CC2)c2ccccc12	·	·	i	-3	3%	-1.1	1139	4.0	4.3	0.7	14%	0.96	0.052	-0.061	0.27	i	-6%
CCOc1ccc(CCNC(=O)C2CCN(c3nn4c(=O)cc(C)nc4s3)CC2)cc1OCC	2.6	1252	i	-1	8%	0.2	1383	2.0	2.9	9.1	-2%	-0.33	-0.19	0.58	0.34	i	-19%
Nc1ccc(/C=C/c2ccc3ncccc3c2)cc1	-1.3	1312	·	·	5%	0.33	852	·	·	·	-163%	-1.2	-0.27	-0.048	1.4	i	-6%
COc1ccc(C(=O)Nc2ccc(S(=O)(=O)NC(C)=O)cc2)cc1[N+](=O)[O-]	4.1	1070	i	-1	24%	0.81	1193	3.6	2.6	2.9	8%	-0.3	0.21	-0.61	1	i	-46%

Source: PubChem (several laboratories)
